TGFb inhibitor = inhibitors of TGF-b signaling; HepG2 CAGA-GFP TGF-b/SMAD3 reporter, GFP fluorescence, 18 h; TGF-beta stimulated, 500 pg/mL final; 410,000 compounds, 1.2% hits; Potency, µM (highest dose often 46.1 µM), for the others: at the top dose activity, negative = inhibition, actives largely listed as inhibitors; also: potency is read from the fitted curve at half-maximal effect; % is scaled to controls: 0 for no effect and ±100 for the full control effect; nearly all actives have a fitted effect of over 65% in size
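Using HEPG2 CAGA-GFP reporter cells at 1000 cells/well, we pinned test compounds, stimulated with recombinant TGF-beta (500 pg/mL final) and measured total well GFP after 18 h.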
Nrf2 inh = Nrf2 pathway inhibition; A549 ARE-Fluc reporter, luciferase luminescence, 18-24 h; Potency, µM (series often up to 46 µM), inactives show at the top dose activity change, negative = inhibition, hits mostly inhibitors; 360,000 compounds, 2.1% hits; AID 504444; also: potency is read from the fitted curve at half-maximal effect; % is scaled to controls: 0 for no effect and ±100 for the full control effect; nearly all actives have a fitted effect of over 60% in size
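A549 ARE_Fluc cells (5000/well, 5% FBS OPTI-MEM) pre-incubated 2 h, then treated with compounds 18-24 h at 37C/5% CO2 in concentration-response. CellTiter-Fluor viability read first; BugLite luciferase luminescence after 15 min at room temperature gives Nrf2 activity.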
MmCpn inh = blocks the Methanococcus maripaludis chaperonin Mm-Cpn; purified Mm-Cpn ATPase, ADP Transcreener TR-FRET; Potency, µM (titrated, usually from 76.9 µM), for inactives: at the top dose activity, negative = inhibition, hits mostly inhibitors; 330,000 compounds, 0.031% hits; AID 504842; also: potency is read from the fitted curve at half-maximal effect; % is scaled to controls: 0 for no effect and ±100 for the full control effect; nearly all actives have a fitted effect of over 80% in size
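Measured: ADP formation by purified Mm-CPN. Conditions: 25 nM protein, 10 uM ATP, Tris pH 7.4 with Mg2+, K+ and DTT, 37°C for 30 min. Detection: Transcreener HTRF after 30 min at room temperature.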
A549 viability = A549 cytotoxicity, counter-screen for Nrf2 inhibitors; A549 ARE-Fluc cells, CellTiter-Fluor viability, 18-24 h; Potency, µM (series often up to 46 µM), for the others: top-dose activity change, negative = cytotoxicity, most hits filed as inhibitors; 390,000 compounds, 0.16% hits; AID 504648; also: potency is read from the fitted curve at half-maximal effect; % is scaled to controls: 0 for no effect and ±100 for the full control effect
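Cytotoxicity counterscreen: CellTiter-Fluor fluorescence was measured in A549 ARE_Fluc cells after 18-24 h of compound exposure in a concentration series. The subsequent BugLite luminescent read reports ARE-luciferase activity.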
Nrf2 ARE act = activates Nrf2 signaling. AREc32 ARE-luciferase reporter (MCF7-derived line), luminescence, 24 h. Potency, µM (series often up to 46.1 µM), for inactives: top-dose activation, most hits filed as activators. 410,000 compounds, 0.31% hits; also: potency is read from the fitted curve at half-maximal effect; % of control where 0% means no effect; nearly all actives have a fitted effect of over 65% in size
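Luciferase luminescence (Steady-Glo, 30 min at room temperature) served as the read-out of ARE activation in AREc32 cells treated with compounds for 24 hr at 37 deg C.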
CCT modulator = changes cytosolic chaperonin activity | purified chaperonin ATPase assay, HTRF ADP detection, 30 min | activity change, % (no concentration beside the values), hits read low | 360,000 compounds, 0.3% hits | AID 651819; in the data active = activity change below about -30%; also: % is scaled to controls: 0 for no effect and ±100 for the full control effect
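TRiC (40 or 20 nM final, by batch activity) in 30 mM Tris pH 7.4, 100 mM KCl, 5 mM MgCl2, 1 mM DTT was treated with compound at 76 uM single dose, then 10 uM ATP, 30 min at 37 °C. ADP was read by HTRF Transcreener.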
EPAC2 ag = activates human EPAC2 exchange factor; Q8WZA2; EPAC2 activation, biochemical qHTS; response scale: 100% = 6.5 mM cAMP response; Potency, µM (titrated, usually from 154 µM), inactives show at the highest dose activation, most hits filed as activators; 360,000 compounds, 0.079% hits; also: potency is read from the fitted curve at half-maximal effect; nearly all actives have a fitted effect of over 50% in size
Target sequence (Q8WZA2 whole entry, looked up): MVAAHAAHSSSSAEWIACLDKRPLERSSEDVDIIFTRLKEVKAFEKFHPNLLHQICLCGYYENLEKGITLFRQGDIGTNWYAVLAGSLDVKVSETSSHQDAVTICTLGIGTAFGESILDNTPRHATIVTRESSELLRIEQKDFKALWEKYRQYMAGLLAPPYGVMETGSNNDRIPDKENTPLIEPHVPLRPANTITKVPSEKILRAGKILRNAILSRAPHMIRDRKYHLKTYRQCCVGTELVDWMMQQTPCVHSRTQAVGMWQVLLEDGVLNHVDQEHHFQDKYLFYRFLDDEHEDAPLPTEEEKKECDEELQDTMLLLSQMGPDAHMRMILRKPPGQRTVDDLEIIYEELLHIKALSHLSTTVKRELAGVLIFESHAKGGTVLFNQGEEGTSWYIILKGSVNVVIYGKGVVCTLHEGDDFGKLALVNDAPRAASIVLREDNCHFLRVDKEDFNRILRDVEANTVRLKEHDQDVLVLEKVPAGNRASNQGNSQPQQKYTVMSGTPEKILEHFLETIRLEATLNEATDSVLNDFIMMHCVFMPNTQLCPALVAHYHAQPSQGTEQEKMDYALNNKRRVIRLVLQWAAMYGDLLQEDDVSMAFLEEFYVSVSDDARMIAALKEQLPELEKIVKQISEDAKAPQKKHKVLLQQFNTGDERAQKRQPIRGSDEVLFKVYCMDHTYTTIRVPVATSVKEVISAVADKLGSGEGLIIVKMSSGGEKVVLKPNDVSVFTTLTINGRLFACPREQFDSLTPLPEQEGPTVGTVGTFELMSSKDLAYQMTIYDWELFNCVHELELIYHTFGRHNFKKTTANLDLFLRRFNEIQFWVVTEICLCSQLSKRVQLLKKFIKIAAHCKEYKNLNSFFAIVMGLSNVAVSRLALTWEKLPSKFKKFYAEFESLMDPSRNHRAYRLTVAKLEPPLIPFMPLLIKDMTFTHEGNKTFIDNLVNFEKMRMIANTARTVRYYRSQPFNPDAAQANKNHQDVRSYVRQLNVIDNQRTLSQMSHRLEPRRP
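EPAC2 (100 nM) mixed with Rap1B loaded with BODIPY-GDP (250 nM) plus 50 uM unlabeled GDP; compounds pinned in, 5 min RT, then read every 5 min for 30 min (ex 480, em 540 nm). Normalized to cAMP control.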
EPAC2 antag = blocks human EPAC2 exchange factor | Q8WZA2 | EPAC2 GEF exchange of Rap1B-BODIPY-GDP, fluorescence | Potency, µM (doses to about 114 µM), for the others: at the highest dose activity, negative = inhibition, actives largely listed as inhibitors | 360,000 compounds, 0.18% hits; also: potency is read from the fitted curve at half-maximal effect; % is scaled to controls: 0 for no effect and ±100 for the full control effect; nearly all actives have a fitted effect of over 45% in size; many of its hits are not listed in these tables
pAkt inh = inhibitors of Akt phosphorylation; Neuro2A IGF-stimulated pAkt S473 HTRF, 20 min; stronger effect = lower value; activity change, % for hits at 50 µM; 360,000 compounds, 0.32% hits; AID 651550; in the data active = activity change below about -80%; inconclusive = mostly about -51% to -80%; also: % is scaled to controls: 0 for no effect and ±100 for the full control effect
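Single-point screen (50 µM final compound) in Neuro2A cells stimulated 20 min with 6 nM IGF at 37 deg C. After lysis, Ser473-phosphorylated Akt read by HTRF (ex 330 nm, em 615/665 nm) as the 665/615 ratio.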
* hit, by the source's call; i = inactive; ? = inconclusive; . = not tested or not shown; [ ] = dose if it differs, or a comment. Unless noted, calls follow the shape of the dose curve; as a rule, active = well fitted curve in the direction sought with a large enough effect; inconclusive = small, poorly fitted or top-dose-only effect, or another doubt; inactive = no such curve, though single readings can be large; an effect the other way counts as inactive or inconclusive. This is a subset, so the mix of outcomes need not match the whole.

item	SMILES	TGFb inhibitor	Nrf2 inh	MmCpn inh	A549 viability	Nrf2 ARE act	CCT modulator	EPAC2 ag	EPAC2 antag	pAkt inh
1	c1ccc(CCCCN2C(Nc3ccccc3)=NC[C@@H]2Cc2ccccc2)cc1	-22%	3%	0%	-14%	-0.5%	0.9	4%	5%	i
2	Cc1ccc(CNC(=O)c2nnn(CC(=O)Nc3cccc(C)c3C)c2N)cc1	2%	-5%	2%	0%	0.1%	0.5	2%	-1%	i
3	Cc1ccc(S(=O)(=O)CCC(=O)Nc2nc3c(s2)CCCC3)cc1	0%	1%	0%	-8%	?	2.6	1%	0%[57.1 µM]	i
4	CCCOc1ccc(Cl)cc1/C=C1/C(=O)ON=C1C	0%	8%	2%	-1%	2.5%	0.6	-4%	6%	i
5	CCOc1ccc(CCNC(=O)CSCc2nc(-c3cccc(C)c3)oc2C)cc1OCC	?	?	.	-23%	-1.3%	.	.	.	.
6	CC(=O)NC(Cc1cc(C)ccc1C)C(=O)N1CCN(C(=O)c2ccccc2Br)CC1 (stereo not given)	8%	8%	0%	4%	-0.1%	-0.2	6%	22%	i
7	CC(=NO)C1CCC2C3CCC4CC(=NO)CCC4(C)C3C(C)(O)CC12C (stereo not given)	-6%	-5%	.	-6%	-0.1%	1.7	6%	-1%	i
8	CCCc1nc2ccc(Cl)cn2c1Cc1cccc(Cl)c1	-6%	.	.	.	5.1%	-3.8	30%	-29%	i
9	CC(C)CN1CCCC(N2CCN(c3cccc(Cl)c3)CC2)C1 (stereo not given)	15%	9%	-4%	1%	0.1%	1.1	4%	-5%	i
10	CC(C)C(=O)N(Nc1nc2ccccc2s1)C(=O)C(C)C	0%	-5%	1%	0%	2.9%	0.8	4%	0%	i
11	O=S1(=O)CC(N2CCN(CCO)CC2)CN1C1CCCCC1 (stereo not given)	-13%	.	.	.	-0.4%	-1.1	15%	8%	i
12	COc1cc(Cl)c(C)cc1NC(=O)CN1CCN(C(=O)C2CC2)CC1	-2%	-3%	-1%	?	0.0%	1.0	5%	-10%	i
13	CN(CCO)C(=O)c1nc[nH]c1C(=O)N1CCN(C(=O)OC(C)(C)C)CC1	19%	.	.	.	-0.1%	-1.8	10%	8%	i
14	CCCS(=O)(=O)NC(=O)C1(C)CCN(C(=O)COc2ccccc2)C1 (stereo not given)	23%	.	.	.	-0.5%[9.22 µM]	-2.7	5%	11%	i
15	Cc1onc(-c2ccc(Cl)cc2)c1-c1ccnc(SCC(=O)Nc2ccc(C(C)C)cc2)n1	-1%	-23%	2%	-11%	0.1%	-1.9	10%	-10%	i
16	COC(=O)c1ccc(C2=NOC(C)(c3sc(-c4ccccc4)nc3C)C2)cc1 (stereo not given)	3%	22%	-3%	-3%	-0.3%	1.0	3%	-1%	i
17	Cc1nc2ccccc2c(=O)n1NC(=O)c1c(F)cccc1F	-3%	3%	3%	2%	0.1%	-2.6	6%	-1%	i
18	O=C(NCC(F)(F)F)c1cc2c(c(-c3cccc(-c4ccccc4F)c3)n1)[C@H](CCO)N(C(=O)CC1CC1)C2	.	.	.	.	3.0%	0.9	7%	-17%	i
19	Cc1cccc(N2CCN(Cc3nc(-c4ccccc4Cl)oc3C)CC2)n1	-10%	1%	-2%	-1%	0.3%	1.0	-3%	-15%	i
20	COc1ccc(S(=O)(=O)NC2CC2)cc1-n1cnnn1	-1%	?	-2%	-7%	-0.3%	1.9	-13%	-6%	i
21	COc1ccc(C(=O)Nc2ccc3nc(N4CCN(C)CC4)cc(C)c3c2)c(OC)c1	?	-29%	?	-15%	11%	-2.7	13%	-7%	i
22	COc1cc(SC)ccc1C(=O)Nc1ccc(S(=O)(=O)N2CCCC2)cc1	15%	-17%	-17%	-5%	-0.1%	-1.6	2%	-2%	?
23	CCc1cc(C(=O)N2CCN(S(=O)(=O)c3ccc(Cl)cc3)CC2)sc1C	2%	-17%	0%	-3%	-0.5%	0.7	14%	-7%	i
24	CC(C)CN(C(=O)c1ccc(S(=O)(=O)N2CCOCC2)cc1)C1CCS(=O)(=O)C1 (stereo not given)	-1%	6%	-2%	2%	-0.2%	-0.5	3%	9%	i
25	O=C(COc1cccc2c1CCNC2=O)Nc1ccc(Cl)cc1	-9%	?	1%	3%	-0.1%	0.4	4%	-4%	i
26	COc1cccc(N(CC(=O)N2CCN(c3ccccc3OC)CC2)S(C)(=O)=O)c1	-8%	3%	1%	-1%	-0.4%	1.8	-5%	13%	i
27	CCCc1[nH]c(=O)c(C#N)c2c1COC(C)(C)C2	16%	2%	0%	-9%	0.0%	-2.0	-2%	15%	i
28	CC(C)OCCCNC(=O)c1ccc(NS(C)(=O)=O)cc1	-26%	7%	0%	-8%[1.84 µM]	-0.1%	-2.3	-4%	5%	i
29	COc1ccc(C(CC(=O)c2ccc3c(c2)OCO3)C(=O)O)cc1OC (stereo not given)	-2%	.	.	.	3.0%	-1.0	13%	4%	i
30	O=C(O)/C=C/c1ccc(-n2ccnc2)cc1	5%	5%	-2%	0%	0.5%	-1.7	-7%	-2%	i
31	CC(=O)NC(c1cccc(F)c1)c1nc(/C=C/c2ccccc2)cs1 (stereo not given)	10%	.	.	.	0.1%	-0.3	15%	?	.
32	O=C(COc1ccc(S(=O)(=O)NC2CCCCC2)cc1)NCC1CCCO1 (stereo not given)	1%	-4%	-1%	-1%	-0.7%	-1.5	3%	-6%	i

Sorted by the number under CCT modulator (rising): 3 of the compounds above.
no.	SMILES	TGFb inhibitor	MmCpn inh	Nrf2 ARE act	CCT modulator	EPAC2 antag	pAkt inh
28	CC(C)OCCCNC(=O)c1ccc(NS(C)(=O)=O)cc1	-26%	0%	-0.1%	-2.3	5%	i
30	O=C(O)/C=C/c1ccc(-n2ccnc2)cc1	5%	-2%	0.5%	-1.7	-2%	i
32	O=C(COc1ccc(S(=O)(=O)NC2CCCCC2)cc1)NCC1CCCO1 (stereo not given)	1%	-1%	-0.7%	-1.5	-6%	i

The list goes on.
item	SMILES	TGFb inhibitor	Nrf2 inh	MmCpn inh	A549 viability	Nrf2 ARE act	CCT modulator	EPAC2 ag	EPAC2 antag	pAkt inh
33	COc1ccccc1CNC(=O)c1cccnc1	3%	-4%	-1%	4%	0.4%	-1.2	6%	-6%	i
34	Cc1ccc(C)c(S(=O)(=O)Nc2ccc3sc(C)nc3c2)c1	-26%	?	0%	-10%	-0.6%	-2.9	-2%	-14%	i
35	CC(C)c1ccc(NC(=O)c2ccc(Cn3nc(N4CCN(c5ccccc5)CC4)ccc3=O)o2)cc1	?	?	.	?	4.4%	.	.	.	.
36	Cc1cccc(OC(C)C(=O)OCC(=O)N2CCN(c3ccccc3)CC2)c1 (stereo not given)	?	2%	-1%	-8%	0.0%	-2.5	8%	-6%	i
37	Oc1ccc2ccccc2c1/C=N/Nc1nnc(-c2ncc[nH]2)c2ccccc12	?	5.2µM*	-1%	.	-0.8%	-2.8	3%	13%	i
38	CCOc1ccc(C(C)(C)C)cc1S(=O)(=O)N1CC(C)OC(C)C1 (stereo not given)	18%	.	1%	-22%	-0.2%	0.1	-3%	-6%	i
39	CC(C)(C)c1ccc(S(=O)(=O)N2CCN(CC(=O)N3CC(=O)Nc4ccccc43)CC2)cc1	-21%	-13%	?	-3%	0.5%	-0.6	17%	-22%	i
40	C=CCn1c(SCC(=O)Nc2cccc(S(=O)(=O)N(C)c3ccccc3)c2)nnc1C1CC1	11%	-17%	0%	1%	0.1%	-1.2	1%	-5%	i
41	O=C(CC1OC(=O)c2ccccc21)Nc1ccc(Cl)c(S(=O)(=O)N2CCCCC2)c1 (stereo not given)	0%	?	2%	2%	2.4%	-0.6	7%	-5%	i
42	COc1ccc(N2C(=O)C(Cl)=C(N(CCO)Cc3ccccc3)C2=O)cc1	3%	19%	0%	3%	0.1%	-0.9	5%	-4%	-112%*
43	COc1ccc(C(=O)N/N=C/c2c(C)nn(-c3ccccc3)c2OC)cc1	-3%	-18%	.	-7%	-0.7%	-0.8	8%	6%	i
44	Cc1cc2nc(Sc3c([N+](=O)[O-])nc(C)n3Cc3ccccc3)[nH]c2cc1C	-20%	?	-3%	-4%	?	0.3	-3%	0%	i
45	Cc1ccc(NC(=O)CSc2nnc(-c3ccoc3C)n2CCCN(C)C)cc1Cl	12%	1%	-4%	-21%	0.2%	0.3	2%	2%	i
46	Cc1ccccc1-c1oc(C)c(C)[n+]1[O-]	12%	-20%	-1%	2%	0.0%	2.0	8%	-3%	i
47	CCCCNC(=O)COC(=O)c1ccc(F)cc1Cl	-11%	?	0%	-4%	-0.2%	0.6	2%	-23%	i
48	CNC(=O)c1cc(Cl)c(OC)c(OC)c1	0%	-15%	0%	-1%	0.3%	0.0	12%	13%	i
49	CCCn1c(=O)c2c(ncn2C)n(CCC)c1=O	?	14%	-5%	2%	0.5%	-1.3	6%	-11%	i
50	COc1ccc(OC)c(/C=N\NC(=O)c2ccc(COc3ccc(C)cc3[N+](=O)[O-])o2)c1	-1%	?	.	-16%	0.2%	-2.3	4%	14%	i
51	O=c1cc(CSc2nnc(Nc3ccccc3)s2)nc2sccn12	?	?	2%	-10%	3.8%	-0.9	-1%	0%	i

Screening results as filed in PubChem BioAssay.
